Diaph inh CS – inhibits diaphorase or chemically oxidizes, flagging diaphorase assay artifacts | diaphorase resazurin-to-resorufin fluorescence, NADH, 16 min; bacterial (C. kluyveri) enzyme, not human | inhibition, % at 20 µM | hit rate 0.69% among 190,000 | AID 1217;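 active means primary screen inhibition at 20 µM above a set limit, cut at about 50% in these data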;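 further: plate controls were DMSO with full reaction for no effect and wells lacking NADH for full effect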
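Test system: Clostridium kluyveri diaphorase enzyme / Quantity: diaphorase at 0.14 U/mL in enzyme working solution / Incubation: 16-min room-temperature incubation before reading / Benchmarks: NADH-free wells as positive control, DMSO-only neutral wells / Signal: resorufin fluorescence 544/590 nm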
STAT1 activator – increases IFN-gamma driven STAT1 reporter signal; NIH 3T3 STAT1-luciferase reporter, luminescence; 100% = IFN-gamma alone, no compound; activation (% of control), % at 5.5 µM; hit rate 2.6% among 200,000;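 active means activation above the screen-wide mean activation plus 3 SD, cut at about 130% in these data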;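 further: raw ratio to IFN-gamma control signal so 100% means no change and 0% no light; values of inactives mirror those of a sister screen read the other way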
NF-kB expr up – NF-kB expression increase, human neuronal cells; NF-kB reporter expression; stronger effect = higher value; fold change at 12.5 µM; hit rate 1.6% among 190,000; AID 1239; in the data active means fold change above about 3.3
G6PDH CS – counter-screen for G6PDH assay hits: L. mesenteroides G6PDH inhibition. Purified L. mesenteroides G6PDH, diaphorase/resazurin coupled fluorescence, 45 min. inhibition, % at 5 µM. hit rate 0.12% among 200,000. AID 1020; in the data active means inhibition above about 50%
FLuc stim CS – firefly luciferase counter-screen for stimulation assays; AID 1027; ATPlite luciferase biochemical, luminescence, 10 min; 0 = ATP-free wells, 1 = DMSO control; activation factor at 10 µM; P08659; 200,000 tested, under 10 active;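 active means luciferase activation factor, scaled between plate controls, of at least 2 with compound at 10 µM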
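Assay system – cell-free luciferase reagent · Medium – PBS-based ATP solution · Dosing – test compounds dosed from 2 mM stocks in 100% DMSO · Timing – 10 min, room temperature · Technique – light output (luminescence) · Measure – luminescence gain marking luciferase activators · Controls – No-ATP low control, compound-free enzyme-plus-ATP high control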
FLuc inh counter – inhibits firefly luciferase, flagging false hits in luciferase inhibition screens; hit rate 1.5% among 200,000; P08659; ATPLite firefly luciferase biochemical luminescence, 10 min; inhibition, % at 10 µM; AID 1006;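 active means inhibition above about 50% when tested at 10 µM, limit read from the data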
APP 5UTR inh – APP translation inhibition; SH-SY5Y APP 5'UTR-luciferase reporter, luminescence; inhibition, % at 2 µM; hit rate 0.82% among 190,000; AID 1285;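 active means inhibition above a set limit, derived from the sample mean plus 3 SD, cut at about 45% in these data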; further: values of inactives mirror those of a sister screen read the other way
TLR4 MyD88 comp – TLR4-MyD88 interaction inhibition in cells | HeLa CL3-4 TLR4/MyD88 BLA complementation, FRET ratio | inhibition, % at 8.4 µM | hit rate 0.18% among 200,000 | AID 861; in the data active means inhibition above about 25%;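 further: 0% = vehicle and 100% = reference inhibitor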
Target sequence (O00206 whole entry, looked up): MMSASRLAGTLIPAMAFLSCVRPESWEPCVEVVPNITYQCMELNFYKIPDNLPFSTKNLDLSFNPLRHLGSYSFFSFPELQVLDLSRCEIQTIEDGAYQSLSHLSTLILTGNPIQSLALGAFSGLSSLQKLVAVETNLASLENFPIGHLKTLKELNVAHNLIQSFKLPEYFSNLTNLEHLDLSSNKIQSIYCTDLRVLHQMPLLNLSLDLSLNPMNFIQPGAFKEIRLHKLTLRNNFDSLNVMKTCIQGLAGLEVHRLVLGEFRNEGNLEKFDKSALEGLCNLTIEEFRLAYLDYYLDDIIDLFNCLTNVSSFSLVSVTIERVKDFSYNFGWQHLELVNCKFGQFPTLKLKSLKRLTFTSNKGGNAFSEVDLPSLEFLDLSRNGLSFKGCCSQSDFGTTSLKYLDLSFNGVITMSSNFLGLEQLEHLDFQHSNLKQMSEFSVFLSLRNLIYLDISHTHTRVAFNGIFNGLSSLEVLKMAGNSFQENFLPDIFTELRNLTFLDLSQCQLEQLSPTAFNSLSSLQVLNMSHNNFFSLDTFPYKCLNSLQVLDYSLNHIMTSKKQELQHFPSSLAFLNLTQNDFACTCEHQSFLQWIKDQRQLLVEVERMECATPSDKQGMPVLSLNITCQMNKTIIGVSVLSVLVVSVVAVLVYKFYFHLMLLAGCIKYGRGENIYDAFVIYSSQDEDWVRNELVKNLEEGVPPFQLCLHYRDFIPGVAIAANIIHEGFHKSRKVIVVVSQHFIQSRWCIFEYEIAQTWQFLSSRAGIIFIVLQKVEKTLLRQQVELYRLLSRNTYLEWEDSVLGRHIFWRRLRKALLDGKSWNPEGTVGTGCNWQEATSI
Target sequence (Q99836 whole entry, looked up): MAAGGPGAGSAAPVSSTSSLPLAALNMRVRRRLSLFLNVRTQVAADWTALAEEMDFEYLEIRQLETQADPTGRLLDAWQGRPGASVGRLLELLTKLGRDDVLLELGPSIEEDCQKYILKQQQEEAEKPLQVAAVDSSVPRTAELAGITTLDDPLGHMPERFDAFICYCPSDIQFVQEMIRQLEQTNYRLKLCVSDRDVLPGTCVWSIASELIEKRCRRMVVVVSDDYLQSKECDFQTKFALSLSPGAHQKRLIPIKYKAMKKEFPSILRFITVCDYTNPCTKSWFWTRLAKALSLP
APP 5'UTR act – APP 5'UTR luciferase reporter activation. SH-SY5Y APP 5'UTR luciferase reporter, luminescence; zero percent = DMSO vehicle wells. activation, % at 2 µM. hit rate 1% among 190,000;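 active means activation above a set limit, based on mean plus 3 SD of controls, cut at about 140% in these data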; further: values of inactives mirror those of a sister screen read the other way
Diaphorase act – diaphorase activation or chemical reduction counter-screen; AID 1229; activation factor at 20 µM; Diaphorase/resazurin coupled assay, resorufin fluorescence, 16 min; stronger effect = higher value; 1 = vehicle wells, 0 = NADH-free wells; hit rate 0.005% among 190,000;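 active means diaphorase activity raised at least twofold by the compound at 20 µM; inactive means activation factor below 2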
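Test system: Clostridium kluyveri diaphorase, purified enzyme. Buffer or medium: 50 mM HEPES pH 7.4 buffer plus MgCl2 and Tween 20. Also added: 0.114 mM NADH and 0.1 mM resazurin, final amounts. Dosing: compound 20 µM once, DMSO 1%. Schedule: 16 min enzyme reaction, ambient temperature. Detection: fluorescence of resorufin, 544 nm excitation, 590 nm emission.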
Starred values were filed as active, the others as inactive; x = not tested or not shown.

(1) CC1=NN(c2ccc(C)c(C)c2)C(=O)/C1=C/c1ccc2c(c1)n(C)c(=O)n2C
(2) CCN(CC)CCN(Cc1cc2ccc(C)cc2[nH]c1=O)C(=O)NC1CCCCC1
(3) O=C(Nc1ccc(Cl)c(Cl)c1)Nc1nnc(-c2ccncc2)s1
(4) CCOC(CCn1c(SCC(=O)Nc2cc(C)on2)nc2ccccc2c1=O)OCC
(5) CCCCOC(=O)c1cc(=O)[nH]c(=O)[nH]1
assay / compound	1	2	3	4	5
Diaph inh CS	10	23	37	6	-4
STAT1 activator	101	99	98	96	104
NF-kB expr up	1.2	1.2	0.7	1	1
G6PDH CS	11	12	0	8	10
FLuc stim CS	1.1	1	1	1.1	1.1
FLuc inh counter	-8	0	-3	-11	-10
APP 5UTR inh	4	0	-7	6	-10
TLR4 MyD88 comp	-1	0	-7	-10	-13
APP 5'UTR act	-4	0	7	-6	9
Diaphorase act	0.9	0.8	0.6	0.9	1

(6) CCOc1ncccc1C(=O)NCCN1C(=O)S/C(=C/c2cccs2)C1=O
(7) CCOc1cccc(NC(=O)CSc2nncn2N)c1
(8) O=C(CC(O)(C(F)(F)F)C(F)(F)F)Nc1ccc(Cl)c(Cl)c1
(9) Cc1ccc(-c2noc(CCC(=O)N3CCCc4ccccc43)n2)cc1
(10) CCOC(=O)c1nn(-c2cccc(OC)c2)c(-c2ccccc2)c1C(=O)c1ccccc1
assay / compound	6	7	8	9	10
Diaph inh CS	40	8	24	21	18
STAT1 activator	91	101	56	98	102
NF-kB expr up	0.91	1.2	1.2	1.3	0.54
G6PDH CS	-3	5	-3	9	5
FLuc stim CS	1	1	1.1	1	1
FLuc inh counter	-1	-2	-5	0	-1
APP 5UTR inh	12	-1	11	-12	0
TLR4 MyD88 comp	4	-12	0	0	-3
APP 5'UTR act	-12	1	-11	12	0
Diaphorase act	0.6	0.9	0.8	0.8	0.8

(11) Cc1ccc2c(c1)C(N1CCCC1=O)CC(c1ccco1)N2 (stereo not drawn)
(12) CC(=O)Nc1ccccc1OCC(=O)c1ccc2c(c1)OCO2
(13) CCNCc1cc(Cl)c(OCc2ccccc2)c(OCC)c1
(14) COc1cc(C(=O)Nc2ccc(NC(=O)c3ccco3)nc2)cc(OC)c1OC
(15) C=CCn1cnc2c(NCc3ccccc3)ncnc21
assay / compound	11	12	13	14	15
Diaph inh CS	19	8	-29	2	5
STAT1 activator	93	135*	92	95	116
NF-kB expr up	3.7*	1.4	1.1	0.95	1.6
G6PDH CS	5	6	8	1	8
FLuc stim CS	0.1	1	1	1	1
FLuc inh counter	95*	-2	0	-5	-3
APP 5UTR inh	-127	-123	-20	-10	-34
TLR4 MyD88 comp	12	4	-5	4	8
APP 5'UTR act	127	123	20	10	34
Diaphorase act	0.8	0.9	1.3	1	1

(16) Cc1cc(Sc2nccn2C)ncc1[N+](=O)[O-]
(17) Cc1ccc(C(C)C)c(OCCCNCc2cccnc2)c1
(18) COc1cc(C(=O)OCC(=O)c2cc(C)n(C)c2C)cc(NC(=O)c2ccco2)c1OC
(19) Cc1cc(C)c(S(=O)(=O)N2CCCCC2)cc1N(C)S(=O)(=O)c1ccc(Cl)cc1
(20) CCn1c(SCC(=O)Nc2cc(F)ccc2C)nnc1-c1ccccc1O
assay / compound	16	17	18	19	20
Diaph inh CS	-9	-20	13	15	15
STAT1 activator	102	99	97	88	103
NF-kB expr up	1	0.99	0.9	0.79	0.66
G6PDH CS	1	0	0	-4	10
FLuc stim CS	1	1	1	1	1
FLuc inh counter	-5	-4	-4	-3	-2
APP 5UTR inh	-2	-14	12	1	-3
TLR4 MyD88 comp	-3	12	-1	-5	1
APP 5'UTR act	2	14	-12	-1	3
Diaphorase act	1.1	1.2	0.9	0.8	0.9

(21) O=C(CCCCCn1c(=S)[nH]c2ccc(Br)cc2c1=O)NCC1CCCO1 (stereo not drawn)
(22) Cc1ccc(NC(=O)Cn2nc(C)c3ccccc3c2=O)cc1F
(23) CCC(C)NCC(O)(c1ccc(Cl)cc1)c1ccc(Cl)cc1 (stereo not drawn)
(24) C[C@H]1CCC[C@]2(O[C@@H](CCO)C[C@H](O)[C@H]2O)O1
(25) COc1ccc(-c2nn[nH]n2)cc1OC
assay / compound	21	22	23	24	25
Diaph inh CS	15	25	7	0	8
STAT1 activator	100	108	97	101	92
NF-kB expr up	1	0.97	1.1	0.99	1
G6PDH CS	0	2	11	11	-2
FLuc stim CS	1.1	1.1	1.1	1	1.1
FLuc inh counter	-6	-7	-8	-1	-7
APP 5UTR inh	-8	6	-3	2	-11
TLR4 MyD88 comp	8	-5	5	-11	-1
APP 5'UTR act	8	-6	3	-2	11
Diaphorase act	0.8	0.7	0.9	1	0.9

Compound profiles, as listed above:
Shown for `O=C(CCCCCn1c(=S)[nH]c2ccc(Br)cc2c1=O)NCC1CCCO1` (stereo not drawn) : Diaph inh CS = 15; STAT1 activator = 100; NF-kB expr up = 1; G6PDH CS = 0; FLuc stim CS = 1.1; FLuc inh counter = -6; APP 5UTR inh = -8; TLR4 MyD88 comp = 8; APP 5'UTR act = 8; Diaphorase act = 0.8
Shown for `COc1ccc(-c2nn[nH]n2)cc1OC` : Diaph inh CS = 8; STAT1 activator = 92; NF-kB expr up = 1; G6PDH CS = -2; FLuc stim CS = 1.1; FLuc inh counter = -7; APP 5UTR inh = -11; TLR4 MyD88 comp = -1; APP 5'UTR act = 11; Diaphorase act = 0.9

The results go on.
(26) Cc1cc(C(=O)CSc2nnnn2C)c(C)n1C1CC1
(27) COc1ccc(CNC(=O)C(CCSC)NC(=O)c2ccco2)cc1 (stereo not drawn)
(28) O=C(C1=C[C@@H](c2ccc(Br)cc2)C[C@@H](OCc2ccc(CO)cc2)O1)N1CCN(Cc2ccccc2)CC1
(29) O=C(O)C1CC=CCC1C(=O)Nc1cccc(Cl)c1Cl (stereo not drawn)
(30) O=C(c1ccc2snnc2c1)N1CCN(c2ccccc2)CC1
assay / compound	26	27	28	29	30
Diaph inh CS	19	-4	44	6	2
STAT1 activator	116	102	114	94	100
NF-kB expr up	1.1	0.92	0.66	1.1	1.1
G6PDH CS	4	1	11	5	7
FLuc stim CS	1	1	1.1	1.1	1
FLuc inh counter	0	-3	-9	-7	-1
APP 5UTR inh	-31	-4	8	-5	22
TLR4 MyD88 comp	-3	-8	-9	10	-14
APP 5'UTR act	31	4	-8	5	-22
Diaphorase act	0.8	1	0.6	0.9	1

(31) CCCC(=O)C1=C(c2ccccc2)C(C#N)(C#N)C(C#N)=C1N
(32) COc1cccc(C(=O)Nc2ccc3c(c2)C(=O)c2ccccc2C3=O)c1
(33) CCOc1ccc(/C=N/Nc2ccccn2)cc1
(34) COC(=O)c1sccc1NC(=O)CN(C)NS(=O)(=O)c1ccc([N+](=O)[O-])cc1
(35) CC(=O)NC(=O)c1nnn(Cc2ccccc2)c1NC(C)=O
assay / compound	31	32	33	34	35
Diaph inh CS	22	0	6	24	13
STAT1 activator	100	107	107	104	95
NF-kB expr up	1.2	1	8.2*	0.95	1.1
G6PDH CS	15	-9	0	5	-2
FLuc stim CS	1	1	0.2	1	1
FLuc inh counter	-1	1	82*	-4	-3
APP 5UTR inh	x	x	-182	14	16
TLR4 MyD88 comp	-7	-3	-1	5	0
APP 5'UTR act	x	x	182*	-14	-16
Diaphorase act	0.8	1	0.9	0.8	0.9

(36) Cc1onc(-c2ccccc2)c1C(=O)Nc1nnc(-c2ccncc2)s1
(37) COc1cc2c(cc1OC)C(c1ccc(N(C)C)cc1)CC(=O)N2 (stereo not drawn)
(38) COc1ccc(C(O)Cc2nc3ccccc3n2C)cc1OC (stereo not drawn)
(39) COCC(C)N1CC(O)=C(c2nc(-c3ccc(Cl)cc3)cs2)C1=N (stereo not drawn)
(40) CC1(C)CC2CC(C)(CN2C(=O)COC(=O)CNC(=O)c2ccc(Cl)c(Cl)c2)C1 (stereo not drawn)
assay / compound	36	37	38	39	40
Diaph inh CS	10	-3	-3	12	5
STAT1 activator	92	89	104	110	102
NF-kB expr up	0.72	1	0.99	1	1.1
G6PDH CS	8	2	-2	-2	-5
FLuc stim CS	0.9	1	1	1.1	1
FLuc inh counter	6	4	-3	-9	0
APP 5UTR inh	-12	17	-11	-20	9
TLR4 MyD88 comp	7	0	12	-13	2
APP 5'UTR act	12	-17	11	20	-9
Diaphorase act	0.9	1	1	0.9	0.9

(41) CCN(CC)S(=O)(=O)c1ccc(C(=O)NNC(=O)C2CCN(S(=O)(=O)c3ccc(Cl)cc3)CC2)cc1
(42) CCCn1c(C)cc(C(=O)COc2ccc(C)nc2[N+](=O)[O-])c1C
(43) CC(CC(=O)Nc1nc2ccccc2[nH]1)n1ccnc1 (stereo not drawn)
(44) COC(=O)Cc1ccc(NC(=O)c2ccccc2Br)cc1
(45) Cc1ccc(S(=O)(=O)C(c2ccccc2)c2c(C)noc2C)cc1 (stereo not drawn)
assay / compound	41	42	43	44	45
Diaph inh CS	8	13	-9	-7	14
STAT1 activator	102	101	104	97	93
NF-kB expr up	0.75	0.65	1.2	1.2	1.3
G6PDH CS	12	1	0	6	7
FLuc stim CS	1	1	0.9	0.8	1
FLuc inh counter	-3	-4	8	20	-4
APP 5UTR inh	13	-5	-12	19	1
TLR4 MyD88 comp	0	0	-4	-8	-9
APP 5'UTR act	-13	5	12	-19	-1
Diaphorase act	0.9	0.9	1.1	1.1	0.9

(46) O=C(NCc1ccco1)/C(=C/c1cccnc1)NC(=O)c1cccc(Br)c1
(47) CCN(CC)c1ccc(NC(=O)c2ccc(Br)o2)c(C)c1
(48) COC(=O)c1ccc(NC(=O)c2cn(-c3ccccc3)nc2-c2ccncc2)cc1
(49) CC(C(=O)NN=C(c1ccccc1)c1ccccc1)N1CCCC1 (stereo not drawn)
(50) C=C(C)COc1ccc(-c2[nH]ncc2Oc2cccc(OC)c2)c(O)c1
assay / compound	46	47	48	49	50
Diaph inh CS	12	9	18	19	7
STAT1 activator	102	108	98	95	103
NF-kB expr up	1.1	1	0.59	1.4	1.1
G6PDH CS	3	1	-39	14	2
FLuc stim CS	1	1	1	1	1
FLuc inh counter	-4	3	-1	-2	4
APP 5UTR inh	5	-8	9	2	13
TLR4 MyD88 comp	-27	-1	6	14	6
APP 5'UTR act	-5	8	-9	-2	-13
Diaphorase act	0.9	0.9	0.8	0.8	0.9

Molecules from the list above that have a nitro group on carbon (3):
(16) Cc1cc(Sc2nccn2C)ncc1[N+](=O)[O-]
(34) COC(=O)c1sccc1NC(=O)CN(C)NS(=O)(=O)c1ccc([N+](=O)[O-])cc1
(42) CCCn1c(C)cc(C(=O)COc2ccc(C)nc2[N+](=O)[O-])c1C
assay / compound	16	34	42
Diaph inh CS	-9	24	13
STAT1 activator	102	104	101
NF-kB expr up	1	0.95	0.65
G6PDH CS	1	5	1
FLuc stim CS	1	1	1
FLuc inh counter	-5	-4	-4
APP 5UTR inh	-2	14	-5
TLR4 MyD88 comp	-3	5	0
APP 5'UTR act	2	-14	5
Diaphorase act	1.1	0.8	0.9
